TNF necrop inh – inhibitors of TNF-alpha induced necroptosis in Jurkat FADD-/- cells; activation (protection from cell death), % at 10 µM; AID 463075; 0.068% of 220,000 active; Jurkat FADD-/- TNF necroptosis rescue, ATP luminescence, 24 h; 0 = TNF only, 100 = no-TNF cells;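 active = activation, meaning protection from cell death, of at least 50% relative to plate controls; inactive = activation below 50%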;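 also: necroptosis triggered by 40 ng/mL TNF-alpha added together with compound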
RBBP9 inh – inhibitors of human serine hydrolase RBBP9; recombinant RBBP9, FP-Rh probe fluorescence polarization; 0.2% of 220,000 active; inhibition, % at 7.94 µM; AID 1515;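 active = inhibition above the campaign mean of all tested compounds plus 3 SD, cut at about 14% in these data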;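 also: plate controls were DMSO wells with RBBP9 for no effect and wells lacking RBBP9 protein for full effect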
Target sequence (O75884 whole entry, looked up): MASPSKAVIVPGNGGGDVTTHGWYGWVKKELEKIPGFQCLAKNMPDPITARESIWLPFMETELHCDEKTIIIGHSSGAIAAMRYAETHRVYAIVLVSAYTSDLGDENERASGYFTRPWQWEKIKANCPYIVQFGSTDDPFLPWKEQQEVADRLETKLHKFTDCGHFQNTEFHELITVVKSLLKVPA
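Test system: recombinant human RBBP9; Timing: 30 min then 45 min, 25 °C; Detection: fluorescence polarization; Control set: RBBP9 with DMSO as uninhibited control, no-protein wells as full inhibition; Compound dosing: one concentration, 7.94 µM nominal, 0.794% DMSO; Probe or stimulus: FP-Rh activity-based probe, 375 nM before mixing.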
CHOP inh – inhibitors of CHOP induction in ER stress response | CHO-K1 CHOP-promoter luciferase, tunicamycin-induced, 15-18 h | inhibition, % at 10 µM | 3.8% of 220,000 active | AID 2732;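 active = compounds that reduced the stress-induced luciferase reporter signal by more than about 70% of percent inhibition, limit read from the data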;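 also: 0% = tunicamycin plus vehicle and 100% = wells without tunicamycin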
Ba/F3 V617F tox – reduce viability of Ba/F3 cells dependent on JAK2V617F | inhibition, % at 5.6 µM | 1.1% of 220,000 active | Ba/F3 EpoR-JAK2V617F viability, ATP luminescence;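 active = inhibition above the campaign mean plus 3 SD over all tested compounds, cut at about 24% in these data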;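 also: cytokine-independent growth of Ba/F3 cells driven by EpoR plus mutant JAK2; 0% = DMSO-treated cells and 100% = JAK inhibitor I control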
Wee1 degr inh – inhibitors of human Wee1 degradation | AID 1321 | reporter increase, % at 5 µM | 1.2% of 220,000 active | HeLa Luc-Wee1K328M stability, luciferase luminescence; 100% = proteasome inhibitor MG132 effect | P30291;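 active = activation above the mean of all tested compounds plus 3 SD, set per screening run, cut at about 8.8% in these data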;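 also: cells exposed to compound for 20 h before luminescence read; 0% = DMSO alone and 100% = MG132 at 30 µM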
Target sequence (P30291 whole entry K328M): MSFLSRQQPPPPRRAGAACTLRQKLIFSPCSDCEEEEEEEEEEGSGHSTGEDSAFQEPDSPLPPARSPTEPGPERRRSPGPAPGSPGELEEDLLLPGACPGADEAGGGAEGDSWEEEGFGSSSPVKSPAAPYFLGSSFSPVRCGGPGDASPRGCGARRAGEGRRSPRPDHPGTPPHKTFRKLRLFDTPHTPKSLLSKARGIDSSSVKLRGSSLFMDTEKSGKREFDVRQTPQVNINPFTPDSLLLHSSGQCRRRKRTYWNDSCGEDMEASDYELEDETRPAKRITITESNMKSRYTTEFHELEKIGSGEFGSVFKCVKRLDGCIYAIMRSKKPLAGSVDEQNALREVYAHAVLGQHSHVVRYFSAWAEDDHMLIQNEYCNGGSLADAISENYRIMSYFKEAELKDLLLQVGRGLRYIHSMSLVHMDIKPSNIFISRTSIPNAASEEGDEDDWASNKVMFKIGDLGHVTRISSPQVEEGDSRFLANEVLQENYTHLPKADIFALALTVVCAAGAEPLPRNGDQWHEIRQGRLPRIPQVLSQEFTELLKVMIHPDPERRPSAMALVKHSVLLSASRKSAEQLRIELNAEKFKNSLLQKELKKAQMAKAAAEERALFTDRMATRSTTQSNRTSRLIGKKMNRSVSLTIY
PPC-1+TRAIL kill – PPC-1 cancer cell killing with TRAIL present | cell killing (% activity), % at 4 µM | PPC-1 cells + TRAIL, ATPLite viability luminescence | AID 1443 | 0.41% of 220,000 active;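 active = cell killing above 50% in the first pass at 4 µM, then a duplicate retest at 5 µM averaging 50% or more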;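 also: plate controls were cells with TRAIL plus DMSO for no effect and medium-only wells lacking cells for full effect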
BaF3 tox – counter-screen for JAK2V617F inhibitors: parental Ba/F3 viability inhibitors | AID 1486 | CellTiter-Glo ATP luminescence | inhibition, % at 5.6 µM | 1.1% of 220,000 active;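 active = inhibition above a per-campaign cutoff, the mean inhibition of all tested compounds plus 3 SD, cut at about 27% in these data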;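 also: 0% = DMSO wells and 100% = JAK Inhibitor I control wells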
TRPN1 ag – agonists of zebrafish TRPN1 channel; HEK293 zebrafish TRPN1-YFP, Fluo-8 calcium fluorescence; 100% = response to 87 µM carbachol; activation, % at 3 µM; 0.18% of 220,000 active;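 active = activation above its plate's cutoff, the mean activation of test wells on that plate plus 3 SD, cut at about 19% in these data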;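 also: 0% = DMSO alone and 100% = 87 µM carbachol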
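Assay system: Zebrafish TRPN1-YFP in HEK293 cells | Incubation: Dye loading 1 h at 37 °C, then 30 min room temperature | Measured by: Kinetic Fluo-8 fluorescence, ex 470-495, em 515-575 nm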
TRPML3 agonist – human mucolipin-3 channel agonism; AID 1448; HEK293 TRPML3-YFP, Fluo-8 calcium fluorescence; 100% = the carbachol control signal; 0.29% of 220,000 active; activation, % at 3 µM; Q8TDD5;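 active = activation above its plate's cutoff, the mean activation of the plate's test wells plus 3 SD, cut at about 12% in these data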;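 also: 0% = DMSO only wells and 100% = carbachol wells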
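Test system: TRPML3-YFP stable HEK293 cells. Doses: single point at 3 µM. Incubation: dye loading 1 h 37 °C then 30 min ambient, 125 s read. Signal: Fluo-8 calcium dye fluorescence, ex 470-495, em 515-575 nm. Measure: percent activation from peak-to-basal fluorescence ratio, scaled between DMSO and carbachol.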
Active calls of the source: *; / = not tested or not shown.

smiles,Wee1 degr inh,TNF necrop inh,TRPN1 ag,RBBP9 inh,CHOP inh,TRPML3 agonist,Ba/F3 V617F tox,PPC-1+TRAIL kill,BaF3 tox
O=C(CN1CCN(C(=O)c2ccco2)CC1)Nc1cccc([N+](=O)[O-])c1,0,1.5,0.4,0,-9,0.6,-3,15,0
COc1ccc2nc(Nc3nc4cc5c(cc4s3)OCO5)sc2c1,0,1.1,-1.4,-12,39,0.5,1,10,3
Cc1ccc(/C=C/C(=O)N2CCN(Cc3ccccc3)CC2)o1,-2,1.7,0.0,-3,-3,0.9,-2,27,-4
CSc1ccccc1NC(=O)C1C2CCC(C2)C1C(=O)O (stereo not given),6,-0.4,-0.2,-1,9,0.5,-3,15,-1
COc1ccc(OS(=O)(=O)c2c(C)noc2C)cc1,4,0.5,-0.1,-8,1,0.0,-2,-6,1
N#Cc1ccccc1OCC(=O)NC(=O)NCc1ccccc1,15*,2.6,-0.4,9,-2,0.3,0,29,6
COc1ccc(Nc2nc3ccccc3s2)cc1,1,21,0.1,0,32,0.0,-2,27,0
CC(=NCCc1ccccc1)C1=C(O)CCC1=O,0,0.6,1.7,-5,-7,1.4,3,6,-2
O=C(NC1CCCC1)C(c1ccc(F)cc1)N(Cc1ccccc1Cl)C(=O)CCl (stereo not given),-3,0.8,0.0,-1,108*,-0.1,-4,-3,1
CC(=O)c1cccc(NC(=O)N2CCCC2C(=O)NCc2ccc(F)cc2)c1 (stereo not given),-1,0.3,0.3,-2,5,0.3,-2,13,1
CC1=C(C(=O)OCC2CCCO2)C(c2ccsc2)C2=C(CC(C)(C)CC2=O)N1 (stereo not given),4,3.0,-2.2,-4,-18,-0.8,-4,20,-2
CCOC(=O)CNC(=O)CSc1nnc(-c2ccccc2OC)n1CC,-1,0.2,0.1,-13,35,-0.2,-3,22,1
COC(=O)c1sccc1NC(=S)N1CCC(C)CC1,0,0.5,-1.3,3,61,-0.5,-3,0,3
CC(C)Oc1ccc(N2CC(C(=O)Nc3ccccn3)CC2=O)cc1 (stereo not given),-3,0.9,0.7,2,7,0.9,1,5,-1
CN(C)c1ccc(N=Cc2nc(-c3ccccc3)oc2O)cc1,1,-2.6,2.8,-5,17,2.7,-1,14,3
O=C(CO/N=C1\CCCc2nonc21)Nc1ccc(Br)cc1,12*,3.4,1.7,4,4,0.9,1,-12,7
O=C(COC(=O)c1ccccc1OCc1ccccc1Cl)NC1CC1,0,-0.1,-1.9,2,22,2.0,-1,4,0
CCNc1nc(OCCNS(=O)(=O)c2cc(C)ccc2C)nc(N(C)C)n1,-1,-0.1,-1.1,2,-7,0.4,4,17,13
COc1ccc(-c2[nH]ncc2CN2CCC(N3CCSCC3)CC2)c(F)c1,1,1.1,-0.2,-5,-13,0.8,-5,8,1
COc1ccc(NC(=O)NC(C)(C(F)(F)F)C(F)(F)F)cc1,3,0.6,0.3,-8,-2,0.2,0,11,7
O=C(COc1ccc([N+](=O)[O-])cc1)Nc1ccc(C(=O)Nc2ccccc2C(=O)O)cc1,-1,0.1,0.7,-8,15,-0.3,1,24,1
CCN(CC)S(=O)(=O)c1ccc(C)c(NC(=O)COC(=O)C=C(C)C)c1,-2,1.7,-0.2,-2,-1,0.3,-3,14,-2
Cc1cccc2c(N=Nc3ccc(S(=O)(=O)Nc4cccc(Cl)c4)cc3[N+](=O)[O-])c(O)[nH]c12,-2,0.4,0.1,-4,17,-0.1,6,18,17
COc1cc(C2C(C#N)=C(N)Oc3cc(C)oc(=O)c32)cc2c1OCO2 (stereo not given),1,1.3,0.9,-4,-4,0.2,-4,21,2
CC(C)CNC(=O)c1coc(=O)c(Br)c1,-1,-11,-1.0,-8,/,0.0,-1,4,0
C=CCNC(=O)c1cc(Cl)ccn1,0,1.4,1.6,-4,-1,-2.0,1,2,4
CN(CC(=O)N1CCc2ccccc21)S(=O)(=O)c1ccc(Br)s1,2,-3.5,-1.3,-4,4,-1.8,-3,14,-1
Cc1ccc2nc3c(nc2c1C)C(O)=C3O,-1,0.6,0.6,0,-12,0.3,-3,2,2
Oc1cccc(C=NCc2ccccc2)c1,1,0.9,-0.4,-5,18,0.9,-5,8,-2
C/C(=N\NC(=S)Nc1cc(S(=O)(=O)N2CCOCC2)ccc1Cl)c1ccc(N2CCOCC2)cc1,3,1.8,0.9,-4,-21,-0.8,6,-9,-6
Cc1nn(CC(=O)Nc2ccc3c(c2)nc(CCN2CCCCC2)n3C)c(=O)c2ccccc12,0,5.8,-0.5,-3,12,0.3,3,6,3
COC(=O)C1(NC(=O)NC23CC4CC(CC(C4)C2)C3)CCCCC1,0,0.4,0.0,9,4,0.5,-1,7,-1
COc1cccc(C(=O)N/N=C/c2ccc(OC3CSC3)cc2)c1,-2,1.3,-0.6,0,11,-0.1,-3,4,1
CC1CCCN(c2ccc(C(=O)Nc3ccc4c(c3)OCO4)cc2[N+](=O)[O-])C1 (stereo not given),0,3.8,-3.2,-4,42,-0.3,-2,17,2
Cn1[nH]c(C(F)(F)F)c(C=NCc2ccc(Cl)cc2)c1=O,2,0.7,1.0,-3,1,1.6,1,10,8
O=C(Nc1cccc(NC(=O)c2ccco2)c1)c1ccc2c(c1)OCO2,0,0.5,1.3,0,62,1.8,-3,13,2
COc1ccc(C(=O)N2CC=C(c3ccccc3)CC2)cc1S(=O)(=O)N1CCOCC1,-1,0.5,0.8,-5,21,0.0,0,11,1
CCc1cc2c(-c3ccccc3)cc(=O)oc2cc1OC(=O)c1cccs1,0,0.3,0.9,-5,70*,0.1,-3,12,5
CC1=CN2C(=N)/C(=C/c3ccc(Sc4ccc(C)cc4)o3)C(=O)N=C2S1,-1,1.6,1.1,-9,17,0.6,-2,26,1
CCc1nc(SCC(=O)N2CCN(c3ccccc3)CC2)c2c(=O)n(C)c(=O)n(C)c2n1,0,0.5,-0.5,8,20,0.6,-4,10,3

A draw from above in order of length of the SMILES, largest number first:
smiles,Wee1 degr inh,TNF necrop inh,TRPN1 ag,RBBP9 inh,CHOP inh,TRPML3 agonist,Ba/F3 V617F tox,PPC-1+TRAIL kill,BaF3 tox
Cc1nn(CC(=O)Nc2ccc3c(c2)nc(CCN2CCCCC2)n3C)c(=O)c2ccccc12,0,5.8,-0.5,-3,12,0.3,3,6,3
COc1ccc(C(=O)N2CC=C(c3ccccc3)CC2)cc1S(=O)(=O)N1CCOCC1,-1,0.5,0.8,-5,21,0.0,0,11,1
CCN(CC)S(=O)(=O)c1ccc(C)c(NC(=O)COC(=O)C=C(C)C)c1,-2,1.7,-0.2,-2,-1,0.3,-3,14,-2

(cont.)
smiles,Wee1 degr inh,TNF necrop inh,TRPN1 ag,RBBP9 inh,CHOP inh,TRPML3 agonist,Ba/F3 V617F tox,PPC-1+TRAIL kill,BaF3 tox
Cc1noc(C)c1C(=O)Nc1sc(C)c(-c2ccccc2)c1C#N,-1,-2.7,0.4,-14,32,1.0,1,19,7
CCc1nnc(NS(=O)(=O)c2ccc(NC(=O)c3ccco3)cc2)s1,1,-0.6,0.8,-11,10,1.0,2,-5,3
COc1cccc(N2C(=O)CC(c3c[nH]c4ccccc34)C2=O)c1 (stereo not given),1,5.8,0.2,5,21,0.4,-5,7,2
CCCCc1ccc(NC(=O)CSCc2cc(=O)[nH][nH]2)cc1,1,-6.8,-0.6,-10,33,0.1,-2,28,2
CC(=O)N(C(C)=O)c1nc2nc(C)cc(C)n2n1,-3,1.0,0.9,-3,12,0.3,2,20,3
CC1Cc2nc(SCC(=O)N3CCN(c4ccccc4)CC3)n(CCc3ccccc3)c(=O)c2S1 (stereo not given),-1,-6.3,-0.8,-4,54,-0.8,-3,21,2
CC(C)N1CCc2c(sc(NC(=O)c3cc4cc([N+](=O)[O-])ccc4s3)c2C(N)=O)C1,-1,-15,4.4,2,78*,3.3,0,2,13
Cn1nc([N+](=O)[O-])nc1Oc1ccccc1C(=O)N1CCOCC1,-1,-0.8,1.9,-2,20,1.4,0,5,2
CC(=O)Nc1ccc(S(=O)(=O)Nc2cc(-c3ccccc3)nn2C)cc1,-2,-1.0,1.1,-3,7,1.0,1,-6,2
COc1ccc(NC(=O)C(c2ccc(OC)cc2)N(C)C(=O)c2cnccn2)cc1 (stereo not given),2,0.2,2.0,-8,35,0.5,1,20,3
O=C(COC(=O)c1cc[n+]([O-])cc1)Nc1ccc([N+](=O)[O-])cc1,-2,1.1,1.6,-7,-7,0.8,-1,-8,6
CCO[C@@H]1OC(C(=O)NCc2nc3ccccc3[nH]2)=C[C@H](c2ccc(C(F)(F)F)cc2)[C@H]1CCCO,5,1.2,1.6,-1,-11,0.8,0,-6,3
Cc1ccc(N(CCC(=O)O)S(=O)(=O)c2cccc(C(F)(F)F)c2)cc1,-2,0.5,-0.1,-7,-11,0.5,-2,10,1
COc1ccccc1C1CC(=O)Nc2cc3c(cc21)OCCO3 (stereo not given),0,-8.7,0.4,3,/,-0.5,73*,12,72*
O=C(NC1CC1)C1CCCN1C(=O)NC1CCCCC1 (stereo not given),2,-1.0,-0.4,-1,2,0.7,6,8,9
O=C1CC(N2CCc3ccccc32)C(=O)N1c1ccccc1 (stereo not given),3,1.0,1.0,0,-4,0.0,-2,-5,2
CC(=O)c1ccc(-n2ccnc2)cc1,0,1.9,-0.6,-3,-1,0.3,-1,8,0
O=S(=O)(c1ccc(Cl)cc1)c1nc(-c2ccco2)oc1N1CCOCC1,1,-0.7,-0.5,-4,14,-0.3,-2,-6,4
CCOC(=O)N1CCC(n2c(SCC(=O)OCc3ccccc3)nc3ccsc3c2=O)CC1,-1,-0.2,-0.2,-4,6,0.2,-2,8,1
COC(=O)[C@@]1(Cc2ccc(F)cc2)[C@H]2c3cc(C(=O)N4CCCC4)n(CCc4c[nH]c5ccc(OC)cc45)c3C[C@H]2CN1C(=O)c1ccccc1,-1,-2.5,1.4,-3,48,0.8,-2,9,3
Cc1cccc(NC(=S)NCCC(c2ccccc2)c2ccccc2)c1,1,-6.2,-1.6,-24,0,0.2,-2,6,3
CCc1ccc(NC2Nc3cc(C)nn3S2)cc1 (stereo not given),7,2.6,1.9,-4,-60,0.0,-1,19,3
CCOc1ccc(Nc2nc(Cc3nnc(SCC(=O)O)o3)cs2)cc1,-1,-0.4,0.8,-2,0,-0.5,-6,16,-1
COc1ccc(C)cc1NC(=O)C1CCN(S(=O)(=O)c2cccc3cccnc23)CC1,-1,-1.5,-0.9,1,-3,-0.6,-2,18,3
COc1cccc(C2=NOC(C(=O)N3CCN(Cc4ccccc4)CC3)C2)c1OC (stereo not given),-1,1.4,0.9,-5,-14,0.6,-2,11,5

Bioassay records from PubChem BioAssay.
